Pf Dd2 inh: blocks growth of Plasmodium falciparum Dd2 parasites. P. falciparum Dd2 growth, SYBR Green, 72 h; hits give low values. activity change, % at 10 µM. AID 1159554. hit rate 2.3% among 94,000; in the data active = activity change below about -80%; inconclusive = no clear call, values can overlap the other calls
Tcruzi prolif: inhibitors of T. cruzi proliferation; T. cruzi beta-gal in NIH3T3, GalScreen luminescence, 90 h; inhibition, % at 8.34 µM; hit rate 5.9% among 77,000; AID 624255;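 active = mean inhibition above about 93%, with at least 55% of replicates each passing it, limit read from the data, passing the limit was not always enough; inconclusive = only one of those two conditions holds; inactive = neither condition holds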
KDM4C inh: blocks human GASC-1 (KDM4C) demethylase activity. GST-KDM4C 2-372, H3K9me3 peptide, LANCE TR-FRET. inhibition, % at 12.5 µM. hit rate 0.15% among 96,000;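 active = mean replicate inhibition above about 25%, with at least 55% of replicates also reaching it, limit read from the data, passing the limit was not always enough; inconclusive = only one of those two conditions met; inactive = neither condition met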
Target sequence (Q9H3R0 2-372 limits assumed): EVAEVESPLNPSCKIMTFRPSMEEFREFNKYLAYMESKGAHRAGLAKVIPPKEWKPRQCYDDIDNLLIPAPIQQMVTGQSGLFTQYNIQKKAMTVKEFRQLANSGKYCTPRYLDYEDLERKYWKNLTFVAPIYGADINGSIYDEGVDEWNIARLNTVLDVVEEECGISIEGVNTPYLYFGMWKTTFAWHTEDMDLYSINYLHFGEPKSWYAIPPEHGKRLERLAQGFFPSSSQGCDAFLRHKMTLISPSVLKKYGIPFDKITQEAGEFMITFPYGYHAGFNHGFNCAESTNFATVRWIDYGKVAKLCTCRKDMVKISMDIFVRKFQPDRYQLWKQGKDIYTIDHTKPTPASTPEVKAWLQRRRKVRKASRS
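Compound: one test concentration per compound; Material: GST-GASC-1 enzyme fragment 2-372; Amount: GASC-1 enzyme at 10 nM final in reaction; Also added: H3K9me3 peptide substrate, Fe(II), 2-oxoglutarate; Technique: LANCE TR-FRET; Times: 30 min demethylation and 1 h detection at room temperature.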
C diff growth: blocks growth of Clostridium difficile; hit rate 0.25% among 86,000; growth activity, negative = inhibition, % at 16 µg/mL (by protocol); AID 1259249; Clostridium difficile clinical isolate growth, OD600, 24 h; hits give low values;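 active = mean growth activity at or below -80% and every replicate also at or below -80%; inconclusive = mean at or below -80% but some replicate above -80%; inactive = mean growth activity above -80%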;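 also: 0% = DMSO wells and -100% = levofloxacin 16 µg/mL wells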
An asterisk follows results filed as active; u = inconclusive; x = not tested or not shown; & = joins results of further samples.

(1) COc1ccccc1-c1cnc2c(c1)C(=O)N([C@@H](C)CO)C[C@H](C)[C@H](CN(C)Cc1ccccc1)O2
(2) CN(C)C(=O)C[C@@H]1C=C[C@H](NC(=O)C2CC2)[C@@H](CO)O1
(3) CO[C@H]1CN(C)C(=O)c2cc(NS(=O)(=O)c3ccc(Cl)cc3)ccc2OC[C@@H](C)N(C(=O)NC(C)C)C[C@H]1C
(4) C[C@@H]1CN([C@@H](C)CO)C(=O)c2cc(N(C)C)ccc2O[C@@H]1CN(C)Cc1ccc(-c2ccccc2)cc1
(5) CC(C)NC(=O)N(C)C[C@H]1Oc2ccc(NC(=O)C3CCCCC3)cc2C(=O)N([C@@H](C)CO)C[C@H]1C
(6) COc1ccc(S(=O)(=O)N2C[C@H](O)COC[C@H]3O[C@@H](CC(=O)N(C)C)CC[C@@H]32)cc1
(7) O=C(NC[C@H]1[C@H](c2ccccc2)[C@@H](CO)N1C(=O)Cc1cccnc1)C1CCC1
(8) C[C@@H]1CN([C@@H](C)CO)C(=O)c2cc(NS(=O)(=O)c3ccc(F)cc3)ccc2O[C@@H](C)CCCCO[C@@H]1CN(C)C(=O)Nc1ccc(F)cc1
(9) C[C@H](CO)N1C[C@H](C)[C@@H](CN(C)C(=O)NC2CCCC2)Oc2ncc(C#CC3CCCCC3)cc2C1=O
(10) COc1ccc(-c2ccc3c(c2)O[C@H](CN(C)Cc2ccccc2C(=O)O)[C@H](C)CN([C@@H](C)CO)S3(=O)=O)cc1

entry no. | 1 | 2 | 3 | 4 | 5 | 6 | 7 | 8 | 9 | 10
Pf Dd2 inh | -5 | x | x | -8 | 8 | 22 | -40 | -48 | -62 | -14
Tcruzi prolif | 46 | x | 19 | 78 | 1 | -63 | -4 | 16 | 95 | -25
KDM4C inh | x | -2.5 | -3.0 | -2.4 | 0.5 | -1.2 | 2.2 | 0.5 | -2.2 | 0.0
C diff growth | 7 | -4 | x | 2 | 0 | -6&-8 | -1 | 2 | 11 | -19

Some values from the entries so far:
#7 in C diff growth is listed with -1
#6 in Pf Dd2 inh is listed with 22
#5 in C diff growth is listed with 0

(further entries)
(11) Cc1noc(C)c1NC(=O)N(C)C[C@@H]1Oc2c(NC(=O)C3CC3)cccc2C(=O)N([C@H](C)CO)C[C@@H]1C
(12) O=C(C[C@@H]1C[C@@H]2c3cc(NC(=O)Nc4ccccc4F)ccc3O[C@@H]2[C@H](CO)O1)NCc1ccc(Oc2ccccc2)cc1
(13) COCC#Cc1cnc2c(c1)C(=O)N([C@H](C)CO)C[C@@H](C)[C@H](CN(C)C(=O)Nc1ccccc1OC)O2
(14) Cc1noc(C)c1S(=O)(=O)Nc1ccc2c(c1)C(=O)N([C@@H](C)CO)C[C@H](C)[C@@H](CN(C)C(=O)Nc1cccc3ccccc13)O2
(15) COc1ccc(NC(=O)N(C)C[C@H]2OCc3cnnn3CCCC(=O)N([C@H](C)CO)C[C@@H]2C)cc1
(16) C/C=C/c1cnc2c(c1)C(=O)N([C@H](C)CO)C[C@H](C)[C@H](CN(C)C(=O)C1CC1)O2
(17) C[C@H](CO)N1C[C@H](C)[C@H](CN(C)Cc2ccc(Oc3ccccc3)cc2)Oc2c(NC(=O)Nc3ccc(F)cc3)cccc2C1=O
(18) Cc1ccc(S(=O)(=O)Nc2ccc3c(c2)C(=O)N([C@H](C)CO)C[C@@H](C)[C@H](CN(C)Cc2ccc4c(c2)OCO4)OCCCC[C@H](C)O3)cc1
(19) C[C@@H]1CN([C@H](C)CO)C(=O)c2cc(-c3ccc(F)cc3)cnc2O[C@H]1CN(C)C(=O)Cc1ccccn1
(20) C[C@@H]1CCCCO[C@@H](CN(C)C(=O)CCCN(C)C)[C@H](C)CN([C@H](C)CO)C(=O)c2cc(NC(=O)Nc3cccc4ccccc34)ccc2O1

entry no. | 11 | 12 | 13 | 14 | 15 | 16 | 17 | 18 | 19 | 20
Pf Dd2 inh | 15 | -42 | -37 | 24 | -6&-11 | 31 | 10 | -69 | -10 | -40
Tcruzi prolif | 10 | 31 | 67 | -117 | -47&-25 | 0 | 59 | 84 | x | 74
KDM4C inh | -1.2 | 2.0 | -1.7 | -1.9 | 0.2 | 1.7 | -1.2 | 0.5 | -1.0 | 5.6
C diff growth | -1 | -9 | 1 | -4 | -3 | 11 | x | 1 | 3 | -3

(21) COc1ccc(CN(C)C[C@@H]2Oc3ccc(NS(=O)(=O)c4ccc(F)cc4)cc3C(=O)N([C@@H](C)CO)C[C@H]2C)cc1
(22) C[C@H](CO)N1C[C@H](C)[C@@H](CN(C)C(=O)Nc2cccc3ccccc23)Oc2ccc(NC(=O)Nc3ccccc3)cc2C1=O
(23) Cn1cnc(S(=O)(=O)N2C[C@@H]3N[C@H](C2)C3c2ccc(/C=C/c3ccccc3)cc2)c1 (some centres not stated)
(24) COCC(=O)N1CCC2(CC1)CN(C(=O)Cc1ccccc1)[C@@H](CO)c1c2c2ccc(OC)cc2n1C
(25) C[C@H](CO)N1C[C@H](C)[C@@H](CN(C)C(=O)Nc2ccccc2F)Oc2ncc(-c3ccc(F)cc3)cc2C1=O
(26) Cc1ccc(S(=O)(=O)N[C@@H]2CC[C@@H](CCNC(=O)c3ccc4c(c3)OCO4)O[C@@H]2CO)cc1
(27) COc1ccccc1CNC(=O)C[C@H]1C=C[C@@H](NC(C)=O)[C@@H](CO)O1
(28) O=C(C1CCCC1)N1C[C@H]2[C@@H](c3ccccc31)[C@@H](CO)N2C(=O)c1ccccc1F
(29) O=C(C[C@H]1CC[C@@H]2NC[C@H](O)COC[C@H]2O1)Nc1ccc(-c2ccccc2)cc1
(30) Cc1noc(C)c1S(=O)(=O)Nc1ccc2c(c1)C(=O)N([C@H](C)CO)C[C@H](C)[C@@H](CN(C)CC1CC1)O2

entry no. | 21 | 22 | 23 | 24 | 25 | 26 | 27 | 28 | 29 | 30
Pf Dd2 inh | 11 | -13 | -19&30 | -29 | -43 | -4 | -4 | -8 | 35 | 2
Tcruzi prolif | 10 | 10 | x | x | 79 | -22 | 9 | -30 | -9 | 53
KDM4C inh | -0.4 | 0.3 | -1.1&0.3 | -1.7 | 0.3 | 0.5 | -0.6 | -1.0 | -0.4 | -0.2
C diff growth | 2 | -4 | -14&-3 | -3 | 1 | 0 | 2 | -4 | 6&0 | 0

Shown as labelled records: part of the list above
26) Cc1ccc(S(=O)(=O)N[C@@H]2CC[C@@H](CCNC(=O)c3ccc4c(c3)OCO4)O[C@@H]2CO)cc1
  Pf Dd2 inh: -4
  Tcruzi prolif: -22
  KDM4C inh: 0.5
  C diff growth: 0
27) COc1ccccc1CNC(=O)C[C@H]1C=C[C@@H](NC(C)=O)[C@@H](CO)O1
  Pf Dd2 inh: -4
  Tcruzi prolif: 9
  KDM4C inh: -0.6
  C diff growth: 2
28) O=C(C1CCCC1)N1C[C@H]2[C@@H](c3ccccc31)[C@@H](CO)N2C(=O)c1ccccc1F
  Pf Dd2 inh: -8
  Tcruzi prolif: -30
  KDM4C inh: -1.0
  C diff growth: -4

New compounds follow
(31) C[C@H](CO)N1C[C@H](C)[C@@H](CN(C)C(=O)c2ccccn2)Oc2cc(Br)ccc2S1(=O)=O
(32) CCCc1cn(CC[C@H]2CC[C@H](NC(=O)C3CCCCC3)[C@@H](CO)O2)nn1
(33) CCCNC(=O)C[C@H]1CC[C@H]2[C@@H](COC[C@@H](O)CN2C(=O)c2ccc(F)cc2)O1
(34) CCC(=O)N1CC2(C1)[C@H](c1ccccc1)[C@@H](CO)N2CCC(F)(F)F
(35) CC(=O)N(C)C[C@@H]1Oc2cc(C#CC(C)C)ccc2S(=O)(=O)N([C@H](C)CO)C[C@@H]1C
(36) O=S(=O)(Cc1ccccc1)N1CCCCN2[C@H](CO)[C@@H](c3ccc(-c4ccc(F)cc4)cc3)[C@H]2C1
(37) C[C@@H]1CN([C@H](C)CO)S(=O)(=O)c2ccc(-c3ccc(C(=O)N(C)C)cc3)cc2O[C@H]1CN(C)C(=O)C1CCC1
(38) COc1ccccc1CN1CC[C@H]2[C@H](CO)Nc3ccc(-c4ccc(C(=O)N(C)C)cc4)cc3[C@H]21
(39) O=C(Cc1ccccc1)N[C@@H]1CC[C@H](CC(=O)N2CCOCC2)O[C@@H]1CO
(40) C[C@@H]1CN([C@@H](C)CO)C(=O)c2cc(Br)cnc2O[C@@H]1CN(C)C(=O)c1cccnc1

entry no. | 31 | 32 | 33 | 34 | 35 | 36 | 37 | 38 | 39 | 40
Pf Dd2 inh | 21 | -5 | -16 | -1 | -30 | 8 | -22 | -56 | -5 | 28
Tcruzi prolif | 13 | -55 | -58 | x | -21 | u | 49 | 82 | 7 | 47
KDM4C inh | -0.3 | 0.1 | 0.9 | 17 | -0.4 | -0.1 | 0.3 | x | -0.6 | 1.2
C diff growth | 2 | x | 0&-8 | 4 | -4 | 3 | 3 | -14 | x | 9

Record cards (already shown). Values in the order: Pf Dd2 inh | Tcruzi prolif | KDM4C inh | C diff growth
Results for CCCc1cn(CC[C@H]2CC[C@H](NC(=O)C3CCCCC3)[C@@H](CO)O2)nn1 = -5 | -55 | 0.1 | x
Results for C[C@H](CO)N1C[C@H](C)[C@@H](CN(C)C(=O)c2ccccn2)Oc2cc(Br)ccc2S1(=O)=O = 21 | 13 | -0.3 | 2
Results for O=C(Cc1ccccc1)N[C@@H]1CC[C@H](CC(=O)N2CCOCC2)O[C@@H]1CO = -5 | 7 | -0.6 | x
Results for C[C@@H]1CN([C@H](C)CO)S(=O)(=O)c2ccc(-c3ccc(C(=O)N(C)C)cc3)cc2O[C@H]1CN(C)C(=O)C1CCC1 = -22 | 49 | 0.3 | 3

(more compounds)
(41) COc1ccccc1-c1ccc2c(c1)O[C@@H](CN(C)CC1CC1)[C@H](C)CN([C@@H](C)CO)S2(=O)=O
(42) O=S(=O)(c1cccs1)N1CCCCN2[C@H](CO)[C@H](c3ccc(/C=C/c4ccccc4)cc3)[C@@H]2C1
(43) CCCNC(=O)N(C)C[C@H]1Oc2cc(C#CCOC)ccc2S(=O)(=O)N([C@@H](C)CO)C[C@H]1C
(44) C[C@H]1CN([C@@H](C)CO)C(=O)c2cc(NC(=O)Nc3ccc(F)cc3)ccc2O[C@@H]1CN(C)Cc1ccc(C(=O)O)cc1
(45) C[C@@H]1CCCCO[C@H](CN(C)CC2CCCCC2)[C@H](C)CN([C@@H](C)CO)C(=O)c2cc(NC(=O)Nc3cccc4ccccc34)ccc2O1
(46) C[C@@H]1CCCCO[C@H](CN(C)S(=O)(=O)c2cn(C)cn2)[C@H](C)CN([C@@H](C)CO)C(=O)c2cc(NC(=O)Nc3ccc(F)cc3)ccc2O1
(47) COc1ccc(S(=O)(=O)Nc2ccc3c(c2)C(=O)N([C@@H](C)CO)C[C@H](C)[C@@H](CN(C)S(C)(=O)=O)OCCCC[C@@H](C)O3)cc1
(48) C[C@@H]1CN([C@@H](C)CO)C(=O)Cc2cc(NS(=O)(=O)c3ccccc3)ccc2O[C@H]1CN(C)CC1CC1
(49) CCCNC(=O)[C@H]1[C@H](CO)[C@H]2Cn3c(cccc3=O)[C@H]2N1CC1CCCCC1
(50) COc1ccc(NC(=O)N(C)C[C@@H]2Oc3c(NC(=O)c4ccc(-c5nccs5)cc4)cccc3C(=O)N([C@H](C)CO)C[C@@H]2C)cc1
(51) CC=Cc1ccc2n(c1=O)C[C@@H]1[C@@H](CO)[C@H](C(=O)N[C@@H](C)c3ccccc3)[C@H]2N1Cc1ccccc1 (mixture of isomers)
(52) C[C@H](CO)N1C[C@H](C)[C@H](CN(C)S(=O)(=O)c2ccc(F)cc2)OCCCC[C@H](C)Oc2ccc(NC(=O)c3ccncc3)cc2C1=O
(53) N#C[C@@H]1[C@H](c2ccc(C3=CCCCC3)cc2)[C@@H](CO)N1S(=O)(=O)c1ccccc1

entry no. | 41 | 42 | 43 | 44 | 45 | 46 | 47 | 48 | 49 | 50 | 51 | 52 | 53
Pf Dd2 inh | -46 | -46 | 22 | -7 | -88* | -25 | -21 | -17 | 6 | -15 | -5 | -27 | -14
Tcruzi prolif | 73 | 87 | -71 | x | 121 | 3 | 49 | 29 | 10 | 51 | x | 72 | 38
KDM4C inh | -1.4 | -0.8 | 0.8 | -1.3 | -0.2 | 1.6 | -1.3 | 0.5 | 2.2 | -1.3 | 0.1 | 0.3 | -0.5
C diff growth | x | 12 | 1 | 10&-8 | -1 | x | 9 | -4 | -1 | -2 | 2 | -6 | 0

Assay outcomes as filed in PubChem.
